MT1-MMP act inh: blocks activation of human MT1-MMP | P50281 | HT1080 RFP-PRO-GFP cells, GFP/RFP ratio fluorescence, overnight; percent of plate control window, DMSO zero | GFP/RFP ratio change, % at 20 µM | 360,000 compounds, 0.061% hits;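 active means GFP/RFP ratio change of at least 30% with cell ATP level not reduced by more than half and red fluorescence within 50% of control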; further: strong numbers were not always called active
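system = RFP-PRO-GFP reporter HT1080 cells | dosing = 20 µM single dose, 1% DMSO | timing = overnight cell settling, then overnight compound exposure, 37 °C, 5% CO2 | read-out basis = GFP/RFP fluorescence ratio | controls = DMSO and RFP-L50D-GFP cell wells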
FAS-TE inh: inhibitors of human fatty acid synthase thioesterase domain. P49327. recombinant FAS-TE, OMFH fluorogenic substrate, fluorescence endpoint. inhibition, % at 15 µM. 360,000 compounds, 0.67% hits. AID 602261;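 active means compounds whose normalised, plate-corrected inhibition of enzyme fluorescence in the single-dose primary screen is 50% or more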;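 further: 0% = DMSO with enzyme and 100% = substrate without enzyme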
E coli Lon inh: inhibitors of E. coli Lon protease | 360,000 compounds, 0.42% hits | inhibition, % at 7.94 µM | purified E. coli Lon protease, fluorescence polarization | P0A9M0; in the data active means inhibition above about 13%, passing the limit was not always enough;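 further: 0% = enzyme with probe and DMSO and 100% = no enzyme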
PABP1 MLLE inh: blocks PAM2 peptide binding to the PABP1 MLLE domain; GST-MLLE / FITC-PAM2 fluorescence polarization; inhibition, % at 20 µM; 360,000 compounds, 0.36% hits; in the data active means inhibition above about 35%, passing the limit was not always enough;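 further: plate controls were DMSO wells with GST-MLLE for no effect and wells lacking GST-MLLE protein for full effect; some results filed as inactive read as strong as hits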
Target sequence (P11940 whole entry, looked up, the tested form may be a part): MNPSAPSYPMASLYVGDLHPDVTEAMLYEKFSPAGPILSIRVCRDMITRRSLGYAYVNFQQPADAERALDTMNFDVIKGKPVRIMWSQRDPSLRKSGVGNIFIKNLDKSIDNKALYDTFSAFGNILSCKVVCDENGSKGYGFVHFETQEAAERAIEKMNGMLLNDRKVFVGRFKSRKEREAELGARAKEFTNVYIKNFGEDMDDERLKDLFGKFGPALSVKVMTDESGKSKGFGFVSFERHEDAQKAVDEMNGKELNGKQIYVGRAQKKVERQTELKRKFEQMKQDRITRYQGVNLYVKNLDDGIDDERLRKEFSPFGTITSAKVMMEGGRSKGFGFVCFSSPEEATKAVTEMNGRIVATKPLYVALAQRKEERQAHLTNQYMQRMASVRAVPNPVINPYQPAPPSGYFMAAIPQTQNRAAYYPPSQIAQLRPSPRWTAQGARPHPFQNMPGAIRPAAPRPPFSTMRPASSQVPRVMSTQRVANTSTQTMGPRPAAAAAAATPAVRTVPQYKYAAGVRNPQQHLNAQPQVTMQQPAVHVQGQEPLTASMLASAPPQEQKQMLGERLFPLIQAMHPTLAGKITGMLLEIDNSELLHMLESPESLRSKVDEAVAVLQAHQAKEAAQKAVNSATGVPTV
Neddylation inh: cullin neddylation inhibition; P61081+Q13564; 360,000 compounds, 0.58% hits; AID 651699; TR-FRET cullin neddylation, biochemical; calls only at 25 µM; in the data active means inhibition above about 36%
SKN-1 inh: C. elegans SKN-1 inhibition; C. elegans VP596 Pgst-4::GFP/RFP ratio, acrylamide-induced, 24 h; inhibition, % at 21.8 µM; 360,000 compounds, 0.49% hits; AID 624304;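 active means interference check ratio from 0.5 to 1.5 plus GFP to RFP signal ratio inhibition reaching or exceeding a fixed threshold, cut at about 30% in these data, passing the limit was not always enough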; further: some compounds called inactive have numbers as strong as hits
MsrA act: activates bovine MsrA enzyme; purified bovine MsrA, absorbance read-out; activation, % at 10.6 µM; 360,000 compounds, 0.3% hits; AID 602163; in the data active means activation above about 7.5%;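 further: 0% = vehicle and 100% = reference activator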
Rin1 Abl inh: blocks binding of human Rin1 to Abl | AID 588664 | 360,000 compounds, 0.4% hits | inhibition, % at 7.35 µM | TR-FRET Rin1/Abl binding, biochemical | P00519+Q13671; in the data active means inhibition above about 5%, passing the limit was not always enough
NRP1-CendR mod: NRP-1/CendR interaction modulation; AID 602438; inhibition, % at 25 µM; O14786; FAM-RPARPAR peptide binding to NRP-1, fluorescence polarization; 360,000 compounds, 0.85% hits;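 active means inhibition or corrected inhibition above about 18%, plus a signal ratio from 0.5 to 1.5, limit read from the data, passing the limit was not always enough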; further: strong numbers were not always called active
* marks the source's active call; other numbers are inactive results; i = inactive; · = no result given; + = active, no number.

SMILES	MT1-MMP act inh	FAS-TE inh	E coli Lon inh	PABP1 MLLE inh	Neddylation inh	SKN-1 inh	MsrA act	Rin1 Abl inh	NRP1-CendR mod
CCOc1ccc(N(CC(=O)N/N=C/c2cccnc2)S(C)(=O)=O)cc1	·	-8	-3	-2	i	-7	-3	2	-1
O=C(c1ccc(=O)[nH]c1)N1CCN(S(=O)(=O)c2ccccc2)CC1	2	-9	-5	4	i	15	-4	-1	9
COc1cc(S(=O)(=O)NCC(c2ccco2)N2CCCCC2)ccc1NC(C)=O (centres undefined)	0	0	11	-2	i	5	-7	1	6
Cc1cc(C)c(S(=O)(=O)NCc2ccc3c(c2)OCO3)cc1C	1	10	-6	8	i	-3	-2	0	-3
COc1ccccc1NS(=O)(=O)c1cc(NC(=O)CCNC(C)=O)ccc1N1CCCCC1	-1	5	-7	13	i	14	-3	4	-10
CN(Cc1cccc2ccccc12)C(=O)c1cc(COc2c(F)cccc2F)on1	0	9	-2	6	i	10	7	2	-9
COc1cc(/C=C2\SC(=S)N(CC(=O)NC3=NCCS3)C2=O)cc(OC)c1OC	8	-19	-2	0	i	6	-2	1	-30
Cn1c(SCC(=O)c2ccc3c(c2)OCO3)nnc1-c1ccccn1	1	-5	2	-10	i	-10	-1	1	11
O=C1c2cccc3cccc(c23)C(=O)N1CCCN1CCN(c2ccc(F)cc2)CC1	-1	23	-11	13	i	-3	-7	-4	-4
COc1ccc(Nc2oc(-c3cccs3)nc2C#N)cc1	-1	14	0	6	·	1	-4	0	-12
O=C(CSc1nc(-c2ccc(F)cc2)cc(C(F)(F)F)n1)NCCN1CCOCC1	-1	-4	-3	18	i	4	3	-2	5
Cc1cc2cc3c(cc2nc1SCc1ccccn1)OCCO3	3	8	6	-11	i	-7	-5	-2	-16
CC(=O)c1ccc(OCc2cc(C(=O)NC(C)CCn3cccn3)no2)cc1 (centres undefined)	-1	0	0	-15	i	-6	-1	-1	-2
COC(=O)c1ccc(NC(=O)CN2C(=O)CSC2=O)cc1	·	1	-5	-6	i	-7	-11	1	-7
Cc1cccc(NC(=O)Cn2c(=O)n(Cc3ccco3)c(=N)c3c4c(sc32)COC(C)(C)C4)c1	-4	5	-1	-12	i	10	-4	2	0
CS(=O)(=O)N(CC(=O)N1CCOCC1)c1cccc(F)c1	-4	-8	-10	-2	i	7	9.2*	-2	-7
Cc1cccc2sc(NC(=O)CNS(=O)(=O)c3ccc(Br)s3)nc12	3	5	2	-9	i	10	-3	-5	-8
COc1ccc(Cl)cc1NC(=O)CSc1nnc(COc2ccccc2)n1C	3	17	-2	8	i	3	-1	0	-5
c1csc(CNc2nc3ccccc3n2CCN2CCOCC2)c1	-1	-2	1	3	i	-27	4	4	8
CCOC(=O)CC(=O)CSc1nc(CC)c(C)cc1C#N	-4	0	7	14	·	7	-5	-1	-9
CC(C)CNC(=O)c1nc(-c2ccccc2)n(-c2ccccc2)n1	3	-2	-7	-12	i	3	1	0	5
Cc1cc(=O)[nH]c2c1cnn2C(C)c1ccccc1 (centres undefined)	2	-4	11	5	i	17	-3	-1	-10
CSCCC(NC(=O)c1cncc(Br)c1)C(=O)O (centres undefined)	-2	-9	4	13	i	12	-2	0	2
Cc1c(C)n(Cc2ccccc2)c2ncnc(NCCO)c12	-2	-3	10	-4	i	18	-5	0	1
O=C(C1CCC(=O)N1C1CCCCC1)N1CCN(c2ccc(F)cc2)CC1 (centres undefined)	-4	-11	-4	9	i	-8	-11	6	4
CCN(CC(=O)Nc1ccc(NC(C)=O)cc1)C(=O)C(c1ccccc1)c1ccccc1	1	14	0	-11	i	-8	-3	-3	-12
CCOc1ccc(S(=O)(=O)Nc2ccc(C(=O)NCC(c3ccco3)N(C)C)cc2)cc1 (centres undefined)	2	0	-10	4	i	2	1	-1	-2
COc1ccc(-c2nnc(SCC(=O)N(Cc3ccccc3)C(C)(C)C)o2)cc1OC	-7	25	-12	3	i	2	2	-2	6
O=C(Nc1ccc(NS(=O)(=O)c2ccccc2)cc1)c1ccccc1Cl	1	4	-11	-1	i	9	-3	1	-9
COc1ccccc1CC(=O)NCCN1CCCCC1	2	-4	12	4	i	4	0	-2	-3
COc1cccc2cc(C(C)N(CCCN3CCOCC3)C(=O)Nc3ccc(Cl)cc3)oc12 (centres undefined)	0	12	-3	0	i	3	4	8	-1
Nc1nnc(Sc2ccc(Cl)cc2[N+](=O)[O-])s1	-1	-8	-3	3	i	4	-1	1	-2
CCCC(=O)NC(=S)Nc1cccc(NC(=O)c2ccccc2)c1	1	-2	-9	19	i	1	-3	5	6
COCCCn1cc(CN2CC(N3CCCCC3)CS2(=O)=O)nn1 (centres undefined)	8	-9	4	·	i	-6	-1	·	-1
CN(C)S(=O)(=O)c1cccc(NC(=S)NCc2ccc3c(c2)OCO3)c1	1	18	4	18	i	-14	-2	5	-2
CS(=O)(=O)Nc1ccc(C2=NN(C(=O)C3CCCCC3)C(c3cccs3)C2)cc1 (centres undefined)	-7	29	-13	-3	·	-1	-3	0	-21
COC(=O)c1[nH]c2ccc(F)cc2c1NS(=O)(=O)c1ccc(F)c(C)c1	-9	-47	-4	-1	i	14	-4	-2	1
CC(CCc1ccccc1)NC(=O)c1ccc(Br)cc1 (centres undefined)	-3	18	2	13	i	3	-3	-2	9
CC(Cc1c[nH]c2ccccc12)C(=O)N1CCN(c2ccccc2F)CC1 (centres undefined)	0	5	-7	7	i	3	0	-1	3
COc1c(Cl)cccc1-c1cn2ccc(C)cc2n1	2	5	-11	-14	+	0	-4	1	-13
O=C(NCCc1ccccc1)c1ccc2c(c1)S(=O)(=O)N=C1CCCCCN12	1	-2	4	-2	i	9	-1	-1	-8
CC1CCCC(C)N1C(=O)COC(=O)c1ccccc1O (centres undefined)	1	-10	6	13	i	-11	-9	2	14
COc1ccc(CCNC(=O)C/C(C)=N/NC(=O)C(c2ccccc2)c2ccccc2)cc1OC	0	-2	9	-9	i	-1	-2	-2	-7
CCCOc1ccc(C(=O)NCc2ccco2)cc1	0	-4	-3	-10	i	-3	5	2	7
O=C(NNc1c(Cl)cccc1Cl)C1CCC1	-4	-2	5	-3	i	6	-2	1	-3

Part of the list above, showing only SKN-1 inh and Neddylation inh.
Structure | SKN-1 inh | Neddylation inh
Cc1cc2cc3c(cc2nc1SCc1ccccn1)OCCO3 | -7 | i
CC(=O)c1ccc(OCc2cc(C(=O)NC(C)CCn3cccn3)no2)cc1 (centres undefined) | -6 | i
COC(=O)c1ccc(NC(=O)CN2C(=O)CSC2=O)cc1 | -7 | i
Cc1cccc(NC(=O)Cn2c(=O)n(Cc3ccco3)c(=N)c3c4c(sc32)COC(C)(C)C4)c1 | 10 | i
CS(=O)(=O)N(CC(=O)N1CCOCC1)c1cccc(F)c1 | 7 | i
Cc1cccc2sc(NC(=O)CNS(=O)(=O)c3ccc(Br)s3)nc12 | 10 | i
COc1ccc(Cl)cc1NC(=O)CSc1nnc(COc2ccccc2)n1C | 3 | i

Next records.
SMILES	MT1-MMP act inh	FAS-TE inh	E coli Lon inh	PABP1 MLLE inh	Neddylation inh	SKN-1 inh	MsrA act	Rin1 Abl inh	NRP1-CendR mod
Cn1c(-c2ccccc2[N+](=O)[O-])[n+](C)c2ccccc21	2	-4	3	-6	i	-2	0	-2	16
CC(C)Cn1c(=O)c2ccccc2n2c(CCC(=O)NC3CCN(Cc4ccccc4)CC3)nnc12	-3	-8	-5	0	i	9	-5	-1	-4
CNC(=S)N1N=C(c2ccc(Br)cc2)CC1c1ccc(Br)cc1 (centres undefined)	-12	35	-4	14	i	14	-5	-2	10
COc1cc2c(=O)n(Cc3ccccc3)c(=O)n(CC(=O)NCc3ccco3)c2cc1OC	-2	-5	-4	-6	i	-5	-12	-2	-3
CSCC[C@H](NS(=O)(=O)c1ccc(C)cc1)C(=O)N1CCC(C(=O)N[C@@H](C)C(=O)O)CC1	0	-3	-10	5	i	-6	-4	4	-2
CCOc1ccc(C2CC(c3ccc(OC)cc3)n3ncnc3N2)cc1 (centres undefined)	3	-1	2	8	i	6	-5	-3	-11
O=C(c1ccccc1)N1CC(COc2ccccc2)OC(c2ccco2)O1 (centres undefined)	-1	2	-5	-8	i	-13	-6	-2	1
Cc1nn(Cc2ccccc2)c(=O)c2nn(-c3ccc(Cl)cc3)c(C)c12	2	13	-8	-1	i	3	-3	-2	-1
CC(C)C[C@@H]1COc2cc(N3CCC[C@@H]3CO)ccc2S(=O)(=O)N1	7	-10	-3	·	i	4	-2	·	-2
Cc1ccc2c(c1)N(C(C)C(=O)NCc1ccccn1)C(=O)CO2 (centres undefined)	-2	-6	4	19	i	-11	-4	-3	3
CC1(C)Cc2c(sc(NC(=O)C(=O)N3CCCC3)c2C#N)CO1	3	-6	-1	27	i	14	-2	-2	0
CCN(CC)c1nc(Oc2ccc(C(=O)OC)cc2)nc(N2CCOCC2)n1	-6	22	8	1	i	10	-2	-2	-3
COC(=O)N/N=C/c1cccc(OC(=O)c2ccc3c(c2)OCO3)c1	5	1	4	-2	i	-3	-4	-2	8
O[C@@H]1CN(C2CCCCC2)CC[C@H]1N1CCN(CCc2ccccc2)CC1	1	-7	-2	6	i	3	-2	0	1
COc1ccc2c(c1)CCc1c(C(=O)NCc3ccc(F)cc3)noc1-2	3	1	-7	2	i	1	0	-1	1

Three compounds from above, sorted by the value under NRP1-CendR mod, highest first:
SMILES	MT1-MMP act inh	E coli Lon inh	PABP1 MLLE inh	Neddylation inh	SKN-1 inh	MsrA act	Rin1 Abl inh	NRP1-CendR mod
Cn1c(-c2ccccc2[N+](=O)[O-])[n+](C)c2ccccc21	2	3	-6	i	-2	0	-2	16
O=C(c1ccccc1)N1CC(COc2ccccc2)OC(c2ccco2)O1 (centres undefined)	-1	-5	-8	i	-13	-6	-2	1
CC1(C)Cc2c(sc(NC(=O)C(=O)N3CCCC3)c2C#N)CO1	3	-1	27	i	14	-2	-2	0

Going on with the list.
SMILES	MT1-MMP act inh	FAS-TE inh	E coli Lon inh	PABP1 MLLE inh	Neddylation inh	SKN-1 inh	MsrA act	Rin1 Abl inh	NRP1-CendR mod
COc1ccc(Cc2noc(-c3ccccc3)n2)cc1OC	2	3	2	-2	i	5	-4	-3	0
COC1CCCN(C(=O)c2cccc(OC3CCN(S(=O)(=O)N(C)C)CC3)c2)C1 (centres undefined)	0	0	1	-1	i	11	0	5	5
O=C(CCSc1nnnn1-c1ccccc1)N1CCOCC1	-1	-5	-6	-7	i	-19	2	1	-4
Cc1cc(-c2ccccc2)nc(N/N=C/c2ccco2)n1	-10	-1	5	-5	i	-11	-2	-1	-7
CCOC(=O)/C(C#N)=C/C1=C(N2CCCC2)CC(C)(CC)OC1 (centres undefined)	-2	0	-5	-3	i	-7	-1	-1	-4
Cc1ccc(SCc2cc(=O)[nH]c(/N=C(\N)Nc3ccccc3Sc3ccccc3)n2)cc1	-2	20	5	3	i	2	-6	-1	-4
COc1cc(OC)c(OC)cc1CNC(=O)c1cc(=O)[nH]c2ccccc12	6	-2	-8	-50	i	8	-3	-2	-5
CC(=O)c1c(COC(=O)c2ccccc2Cl)nc2ccccc2[n+]1[O-]	2	22	0	12	i	-23	-9	0	-13
COc1ccc(NC(=O)COC(=O)Cn2c(C)nc3ccccc32)cc1OC	4	-2	3	2	i	1	-11	0	-9
CC(C)(C)P(=O)(CO)c1ccccc1 (centres undefined)	-3	-8	8	-12	i	8	-2	-4	6
CCCc1nnc(SCC(=O)N2CCCCC2)n1CC1CCCO1 (centres undefined)	4	-9	-2	-1	i	-2	0	-1	14
Cc1cc(C)cc(NC(=S)NCc2cccn2C)c1	-5	2	-4	-13	i	16	-4	1	0
N[C@@H](Cc1cnc[nH]1)C(=O)Nc1ccc2ccccc2c1	2	-6	2	-14	i	5	-1	-2	7
COc1ccc(-c2cc(C(F)F)n3ncc(C(=O)N4CCCCC4)c3n2)cc1	6	4	-3	-2	·	16	-2	-5	12
CC(=O)Nc1ccc(Nc2nc3c(S(=O)(=O)c4ccc(C)c(C)c4)nnn3c3ccccc23)cc1	-4	18	8	-11	·	-2	-4	-1	-5
